Source: PubChem (National Center for Advancing Translational Sciences (NCATS))
Vif-APOBEC3G blk: Vif-A3G binding inhibition; HeLa A3G-eYFP + Vif (tagged APOBEC3G with the HIV-1 protein that degrades it), YFP fluorescence, overnight; Potency, µM (series often up to 46.1 µM), inactives show at the top dose activity, negative = active, usual class: inhibitors; Q9HC16; 0.076% of 410,000 active;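 further: potency means the concentration at half of the fitted maximal effect; on the % scale 0 is the no-effect control and ±100 the full control effect; nearly all actives have a fitted effect of over 60% in size; hits raise eYFP signal because A3G escapes Vif-driven loss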
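HeLa cells stably expressing Vif and C-terminally eYFP-tagged A3G, seeded overnight at 37 deg C, then exposed to compound by pintool overnight at 37 deg C. Rise in yellow fluorescence (Ex 488/Em 500-530, Acumen) marks blocked Vif-driven A3G degradation.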
ERG-DNA inh: inhibitors of human ERG Ets domain-DNA interaction. fluorescence polarization, His-ERG Ets domain / labelled DNA. Potency, µM (doses to about 76.9 µM), for the others: at the top dose FP activity, negative = inhibition, usual class: inhibitors. 0.028% of 370,000 active; active means well fitted inhibition curve with a large enough effect in the polarisation, with a control signal flat; inconclusive means small, poorly fitted or top-dose-only effect, or effect the other way, or a change in a side signal; inactive means no such curve, though single readings can be large or run the other way; the % refers to the polarisation;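 further: polarization taken with two DNA probes labelled with fluorescein and Texas red; potency means the concentration at half of the fitted maximal effect; % of control where 0% means no effect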
Target sequence (P11308 whole entry, looked up, the tested form may be a part): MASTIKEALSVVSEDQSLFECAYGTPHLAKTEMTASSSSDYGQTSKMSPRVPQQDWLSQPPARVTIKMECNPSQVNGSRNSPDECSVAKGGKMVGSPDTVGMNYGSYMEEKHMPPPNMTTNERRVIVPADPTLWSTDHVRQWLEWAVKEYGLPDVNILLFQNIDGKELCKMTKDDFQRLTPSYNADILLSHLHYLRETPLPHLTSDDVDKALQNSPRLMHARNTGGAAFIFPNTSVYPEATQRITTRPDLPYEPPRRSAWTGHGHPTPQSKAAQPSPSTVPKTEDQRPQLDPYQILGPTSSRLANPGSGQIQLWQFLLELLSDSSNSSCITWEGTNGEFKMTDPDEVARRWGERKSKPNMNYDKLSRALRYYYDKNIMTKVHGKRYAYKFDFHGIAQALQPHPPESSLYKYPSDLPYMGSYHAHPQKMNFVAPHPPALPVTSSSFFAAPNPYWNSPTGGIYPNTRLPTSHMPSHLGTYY
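His-tagged ERG Ets domain (1 uM in the protein solution; 300mM KCl, 50mM Tris-HCl, 1mM EDTA, 1mM DTT, pH 7.5) received compound, then a probe mix of 5 nM fluorescein-DNA and 100nM Texas-615-DNA. Fluorescence polarization was read for both dyes.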
Vif-APOBEC3F blk: inhibitors of Vif-A3F interaction; Potency, µM (doses to about 46.1 µM), without a hit: at the top dose activity, negative = active; HeLa A3F-eYFP + Vif (tagged APOBEC3F with the HIV-1 protein that degrades it), YFP fluorescence increase; 0.2% of 390,000 active; further: potency means the concentration at half of the fitted maximal effect; % of control where 0% means no effect; nearly all actives have a fitted effect of over 65% in size
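HeLa cells stably expressing Vif plus C-terminally eYFP-tagged A3F were seeded, incubated overnight at 37 deg C, dosed with compound, incubated overnight again at 37 deg C. Yellow fluorescence (Ex 488/Em 500-530) reported blocked Vif-mediated A3F-eYFP degradation.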
LDHA block: blocks human lactate dehydrogenase A; 0.15% of 480,000 active; activity change, % (values are at about 110 or 230 µM); P00338; purified LDHA, NADH/diaphorase-resazurin fluorescence; stronger effect = lower value; in the data active means activity change below about -30%; inconclusive means mostly about -25% to -30%;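 further: plate controls were DMSO wells for no effect and wells without enzyme for full effect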
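LDH5 2 nM; NADH 0.06 mM, pyruvate 0.2 mM; 200 mM Tris pH 7.4, EDTA, Tween-20; 5 min RT. Detection: diaphorase 0.133 mg/mL + resazurin 37 µM, fluorescence ex540/em590 at 0 and 20 min; normalized to enzyme-free and DMSO wells.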
ALOX12 inh: inhibitors of human 12S-lipoxygenase ALOX12 | P18054 | purified 12hLO, xylenol orange hydroperoxide absorbance | Potency, µM (titrated, usually from 108 µM), without a hit: top-dose activity change, negative = inhibition, hits mostly inhibitors | 1.1% of 580,000 active; further: potency means the concentration at half of the fitted maximal effect; on the % scale 0 is the no-effect control and ±100 the full control effect
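Purified human 12hLO at 150 nM in 25 mM Hepes, 0.01% Triton X-100, pH 7.0, preincubated 15 min at room temperature with compound. Reaction started with 40 uM arachidonic acid, 30 min at room temperature. Hydroperoxide measured by Fe-xylenol orange, 573/405 nm absorbance ratio.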
Glioma ERSR ind: ER stress response induction in glioma; U87-MG GRP78 promoter luciferase reporter, 16 h; Potency, µM, for the others: at the highest dose activation, usual class: activators; 0.02% of 420,000 active; further: potency means the concentration at half of the fitted maximal effect; series mostly up to about 76 µM; % of control where 0% means no effect; nearly all actives have a fitted effect of over 35% in size
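Stably transfected U87-MG glioma cells carrying a GRP78-based luciferase sensor; 16 h compound incubation. Luminescence end-point read 10 min after Bright-Glo addition at room temperature.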
D2 agonist: agonists of human D2 dopamine receptor | P14416 | HEK293 T-REx D2 cells, calcium flux agonist mode | activation, % at 2 µM | 0.53% of 340,000 active | AID 485358;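 active means activation over 3 SD above normal in the single-dose calcium agonist read, cut at about 30% in these data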; further: 0% is about no effect
Target sequence (P14416 whole entry, looked up): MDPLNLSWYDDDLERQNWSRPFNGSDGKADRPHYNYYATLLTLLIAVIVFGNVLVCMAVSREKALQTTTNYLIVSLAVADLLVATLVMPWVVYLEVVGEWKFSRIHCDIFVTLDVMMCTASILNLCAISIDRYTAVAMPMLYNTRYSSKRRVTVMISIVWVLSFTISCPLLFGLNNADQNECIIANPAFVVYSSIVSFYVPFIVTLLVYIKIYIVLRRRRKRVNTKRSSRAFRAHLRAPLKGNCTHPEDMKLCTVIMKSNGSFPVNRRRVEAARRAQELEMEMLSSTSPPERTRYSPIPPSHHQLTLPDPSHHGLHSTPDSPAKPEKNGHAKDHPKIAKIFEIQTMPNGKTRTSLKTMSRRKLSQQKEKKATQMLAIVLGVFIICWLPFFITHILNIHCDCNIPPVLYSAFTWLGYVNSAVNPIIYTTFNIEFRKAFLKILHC
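Tetracycline-induced HEK293 T-REx cells with force-coupled D2 receptor, plated overnight at 30 C, loaded with no-wash calcium dye. After a 10 s baseline, compound was pin-added and calcium flux read kinetically for 180 s; calcium rises flagged agonists.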
RGS4 inhibitor: human RGS4 inhibition | P49798 | Transcreener GDP fluorescence polarization, RGS4-accelerated GTP hydrolysis | Potency, µM (top dose mostly 114 µM), for inactives: top-dose activity change, negative = inhibition, hits mostly inhibitors | 0.039% of 390,000 active | AID 504845; further: potency means the concentration at half of the fitted maximal effect; on the % scale 0 is the no-effect control and ±100 the full control effect; nearly all actives have a fitted effect of over 75% in size; some results filed as inactive show a strong effect at the top dose
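MLSMR compounds (23 nl, pin-transferred) preincubated 10 min at room temperature with a 500nM (2x) first reagent, then RGS4 at 900nM (2x) plus Transcreener GDP mix added; fluorescence polarization (620/688 nm) read before and after 90 min at 30 °C.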
D2 antag: antagonizes the human D2 dopamine receptor; P14416; HEK293 TREx D2 cells, calcium flux, dopamine EC80; inhibition, % at 10 µM; 2% of 340,000 active; in the data active means inhibition above about 30%; further: 0% is about no effect
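Calcium flux kinetic readout in an inducible HEK293 TREx D2 line plated overnight at 30 C. After 180 s compound exposure, an EC80 dopamine challenge follows with another 180 s kinetic read to detect antagonism.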
An asterisk follows results filed as active; i = inactive; ? = inconclusive; . = not tested or not shown; [ ] = dose if it differs, or a comment. Unless noted, the call rests on the fitted dose curve; in most records, active means well fitted curve in the direction sought with a large enough effect; inconclusive means small, poorly fitted or top-dose-only effect, or another doubt; inactive means no such curve, though single readings can be large; an effect the other way counts as inactive or inconclusive. An excerpt. The share of hits here may be higher or lower than overall.

SMILES	Vif-APOBEC3G blk	ERG-DNA inh	Vif-APOBEC3F blk	LDHA block	ALOX12 inh	Glioma ERSR ind	D2 agonist	RGS4 inhibitor	D2 antag
CCOc1ccc(OCc2ccc(C(=O)Nc3cccnc3)cc2)cc1	2%	6%	-1%	0	0%	-1%	0.9	-8%	20
COc1ccc(-c2cc(CNS(=O)(=O)c3ccc(NC(C)=O)cc3)on2)cc1	2%	-4%	-13%	0	0%	-1%	0.2	4%	-9
CCOC(=O)c1cc(C)nn1-c1nc(Cl)cc(OC)n1	4%	-4%	12%	-4	-25%	-4%	.	-5%	.
O=C(COc1ccc2c3c(c(=O)oc2c1)CCC3)NCCCN1CCOCC1	1%	12%	0%	0	-3%	-1%	1.3	4%	9
CC1CC(C)CN(C(=O)/C(=C\c2ccccc2)c2ccccc2)C1 (configuration not stated)	-9%	0%	-12%	-5	-1%	-3%	1.0	34%	15
Cc1cccc(-c2ncc(CN3CCC(CO)(CCCc4ccccc4)CC3)cn2)c1	1%	-1%	0%	2	-13%	2%	-0.1	15%	7
CC1CCCC(C)N1/N=C/c1cccc(Br)c1 (configuration not stated)	0%	-10%	-16%	-2	0%	-2%	1.0	0%	3
O=C(Nc1ccccc1NS(=O)(=O)c1ccc(F)cc1)C1CCC1	-26%	-5%	12%	-4	7%	0%	-0.2	5%	2
C=CCc1cccc(C=Nc2cc(Br)ccc2O)c1O	?	-8%	-4%	11	35µM*	0%	1.1	4%	3
Cc1cc(C)c(C#N)c(SCC(=O)C2CC2)n1	-5%	18%	-1%	-2	87%[activator]	3%	-1.0	10%	2
O=c1c2ccccc2cnn1-c1ccc2ccccc2c1	1%	-12%	-2%	3	5%	-8%	-0.4	-5%	-7
O=C(NNc1nc(-c2ccc(Cl)cc2)cs1)c1ccco1	0%	7%	0%	-6	-13%	0%	-0.1	-24%	-7
CCOC(=O)C1=NN(c2ccccc2)C2=NC(C)=C(C(=O)OC)C(c3ccc(C)cc3)N12 (configuration not stated)	-7%	.	11%	-9	-33%	-2%	1.7	20%	13
CCOC(=O)CN1CC23C=CC(O2)C(C(=O)NCCc2ccccc2)C3C1=O (configuration not stated)	1%	4%	2%	-3	25%[57.4 µM]	-2%	0.1	26%	-6
O=S(=O)(NCc1ccc2c(c1)OCO2)c1c(F)cc(F)cc1Br	4%	-1%	10%	-9	7%	-1%	1.5	17%	4
N/C(=N\OC(=O)c1ccccc1Br)c1ccc([N+](=O)[O-])cc1	-2%	0%	0%	-9	-5%	-3%	-0.8	3%	-15
O=C(CCC(=O)N1CCOc2ccccc21)Nc1ccc(F)cc1F	1%	-3%	7%	-20	20%	-1%	-0.5	26%	-17
COC(=O)c1scc(C)c1S(=O)(=O)Nc1ccc(C)cc1	-15%	-3%	?	-1	?	2%	-2.1	-17%	-7
COc1cccc(CN2CCCC(N3CCc4ccccc4C3)C2)c1O (configuration not stated)	3%	-8%	-2%	3	-5%	-1%	-0.2	8%	9
COc1cccc(NC(=O)CN(C)C(=O)Cc2ccc3c(c2)OCCO3)c1	-1%	-2%	9%	-1	-1%	-3%	-0.4	-13%	-4
CCN(CC)S(=O)(=O)c1ccc(C(=O)NCCSc2c(-c3ccccc3)[nH]c3ccccc23)cc1	6%	0%	2%	5	-19%	-4%	-0.4	-12%	.
Cc1ccc(S(=O)(=O)NC(=O)Nc2ccccc2)cc1	0%	-2%	0%	-3	0%	-4%	0.1	-19%	-13
COC(=O)CCn1nnc(-c2cccs2)n1	1%	-8%	-1%	-2	-12%	-3%	0.2	-22%	-6
COC(=O)Cc1c(C)nc2nc(NCc3cccc([N+](=O)[O-])c3)[nH]n2c1=O	4%	7%	1%	-1	2%	-3%	-0.8	10%	-6
Cc1c(NC(=O)Nc2ccc(Cl)c(C(F)(F)F)c2)c(=O)n(-c2ccccc2)n1C	-4%	5%	-4%	1	?	-3%	-1.4	-7%	.

More structures follow:
SMILES	Vif-APOBEC3G blk	ERG-DNA inh	Vif-APOBEC3F blk	LDHA block	ALOX12 inh	Glioma ERSR ind	D2 agonist	RGS4 inhibitor	D2 antag
c1c(CC2CCCC2)nnn1C[C@H]1CC[C@@H]([C@@H]2CC[C@H](Cn3cc(CC4CCCC4)nn3)O2)O1	0%	1%	-6%	4	-1%	-4%	0.0	3%	1
COc1ccc(OC)c(NC(=O)CCN2CCCCC2)c1	1%	14%	-7%	-11	0%	-1%	-0.4	-10%	-1
COc1ccccc1CNC(=O)C1(C)CCN1C(=O)Cc1ccc(-c2ccccc2)cc1 (configuration not stated)	3%	.	.	0	-12%	-2%	.	.	.
Cn1c(N)cc(-c2ccc(F)cc2)c(C#N)c1=O	-3%	-3%	4%	-1	0%	-4%	2.1	-16%	5
COn1c(=O)c(-c2cccc(Br)c2)[n+]([O-])c2ccccc21	8%	1%	4%	-2	15%	-2%	.	-2%	.
C=CCOC(=O)/C=C/C(=O)NC(N)=O	-5%	2%	0%	0	55%[activator]	-10%	0.2	?	-8
CC1(c2nnc(-c3cccc(Cl)c3)o2)CC(c2ccccc2Br)=NO1 (configuration not stated)	-8%	-1%	5%	-4	-1%	-4%	0.5	-20%	24
CC(=O)N1CCc2cc(C(=O)CN3CCN(c4cccc(Cl)c4)CC3)ccc21	-8%	6%	-4%	1	?	-2%	54*	-15%	73*
COc1ccc(-c2nc3ncccc3o2)cc1NC(=O)c1cccs1	-13%	-22%	2%	-6	-8%	0%	0.7	-22%	-40
NS(=O)(=O)c1ccc(N/N=C/c2ccc(C(=O)O)cc2)c([N+](=O)[O-])c1	0%	-26%	11%	-18	-16%	-1%	0.6	20%	1
CCc1ccccc1Nc1nn2c(=O)c3ccc(C(=O)NCc4ccccc4Cl)cc3nc2s1	-3%	-1%	-5%	-2	-26%	-5%	0.5	?	.
O=C(O)CCc1ccc(-c2ccc(Cl)cc2)n1CC(=O)O	0%	.	0%	-1	?	-3%	-0.1	-1%	9
O=c1[nH]c(/C=C/c2ccc(Cl)cc2Cl)c([N+](=O)[O-])c(=O)[nH]1	-9%	9%	0%	-4	?	-4%	-2.9	?	-12
COc1ccccc1Nc1nc(N)nc(CSc2ncccn2)n1	0%	-9%	-5%	1	?	-3%	0.8	-26%[56.9 µM]	6
CS(=O)(=O)N1CCc2cc(C(=O)O)ccc21	1%	0%	-2%	-4	i	-3%	-0.8	-5%	0
Cc1cccn2c(=O)c3cc(C(=O)NCCc4ccccc4)sc3nc12	-13%	-8%	0%	-15	-13%	0%	.	?	16
CCOC(=O)c1c(C)[nH]c(C)c1S(=O)(=O)N1CCC(C(=O)Nc2ccc(OC)c(OC)c2)CC1	0%	9%	-11%	-5	-16%	1%	.	-17%	.
COc1cc(NC(=S)NC(C)(C)C)c(OC)cc1Cl	0%	14%	?	-6	?	-1%	-0.3	-19%	20
Cc1nn(C(C)C(=O)NCCC2=CCCCC2)c(=O)c2nn(-c3ccccc3)c(C)c12 (configuration not stated)	-1%	-3%	-7%	-6	5%	3%	0.4	13%	16
Cc1ccc(S(=O)(=O)N2CCC(=O)N(CCOCc3cccc(Cl)c3)CC2)cc1	-3%	-7%	3%	-7	-22%	-3%	0.9	26%	-8
O=C(COC(=O)CNC(=O)c1ccc(Cl)cc1Cl)NCc1ccco1	0%	8%	-9%	-1	-12%	-3%	0.1	23%	-4
O=S(=O)(Nc1cccc(F)c1)c1cccc2nsnc12	1%	14%	-4%	-3	10%	-2%	-0.7	13%	-13
N#CN=c1snc(-c2ccccc2)n1-c1ccc(Br)cc1	-12%	.	.	1	.	0%	.	-2%	.
CC1CCC(NC(=O)CCS(=O)(=O)c2ccc3c(c2)NC(=O)CS3)CC1 (configuration not stated)	2%	1%	-19%	0	5%	-2%	0.5	4%[11.4 µM]	3
Cc1ccc(CCNC(=O)CCc2cn(Cc3ccccc3C)c3ccccc23)cc1	-2%	-4%	-20%	-1	-12%	-1%	0.8	-7%	.
CC(Oc1ccccc1F)C(=O)Nc1ccc(-c2nc3ccccc3s2)cc1 (configuration not stated)	-1%	2%	-2%	-5	-2%	-2%	-2.1	8%	.
Cc1c(C(=O)N2CCC(C)CC2)c(S(=O)(=O)N2CCN(c3ccc(Cl)cc3)CC2)c(C)n1C	5%	-2%	-3%	-6	?	0%	0.8	9%	.
CCOC(=O)N1CCC(N(CCN(C)C)C(=S)Nc2cc(Cl)cc(Cl)c2)CC1	-5%	3%	-30%	1	4%	-5%	-0.1	4%	4
O=C(CCCOC(=O)c1ccc(O)cc1O)c1ccccc1	-5%	13%	-8%	-2	?	3%	-0.5	9%	-5
O=C(O)c1ccc(S(=O)(=O)Nc2ccc(O)c(Sc3nc4ccccc4s3)c2)cc1	1%	-5%	0%	1	?	-1%	-0.2	?	0

Some values from above:
O=C(O)CCc1ccc(-c2ccc(Cl)cc2)n1CC(=O)O in Vif-APOBEC3G blk: 0%
CC(=O)N1CCc2cc(C(=O)CN3CCN(c4cccc(Cl)c4)CC3)ccc21 in D2 agonist: 54*
CS(=O)(=O)N1CCc2cc(C(=O)O)ccc21 in D2 antag: 0
